Assay outcomes as filed in PubChem.
NCI-60 one-dose screen, 48 h, at 10 µM unless noted. Numbers give growth in % (100 = growth as untreated, 0 = no growth, -100 = all killed).
SK-MEL-5 = SK-MEL-5 melanoma | AID 1794755 | hit rate 6.4% among 80,000
EKVX = EKVX NSCLC; hit rate 3% among 71,000
M14 = M14 melanoma; hit rate 6.2% among 80,000; AID 1794745
LOX IMVI = LOX IMVI melanoma; hit rate 7.4% among 79,000; AID 1794757
CCRF-CEM = CCRF-CEM leukemia | hit rate 7% among 77,000 | AID 1794778
HOP-62 = HOP-62 NSCLC; hit rate 3.9% among 80,000; AID 1794735
A549/ATCC = A549/ATCC NSCLC; AID 1794740; hit rate 3.7% among 81,000
HOP-92 = HOP-92 NSCLC cells; hit rate 6.3% among 71,000; AID 1794738
Numbers without * were called inactive; / = no result given; & = joins results of further samples. Rule for the calls: active = growth percent below 10; inactive = the rest. Compounds were not picked by outcome; overall some 12% were active at least once.

1. CC1=NN(c2ccc(S(=O)(=O)O)cc2Cl)C(=O)C1
2. CC(=O)C1(O)C=C/C(=C/Nc2ccccc2C(=O)O)C1=O (stereo not drawn)
3. CCc1ccc(Cc2cnc(NC(=O)c3cc(C)oc3C)s2)cc1
4. O=C1Nc2ccccc2/C1=C\c1nc(-c2ccccc2F)n2ccccc12
5. CC(=O)c1sc(/N=C2\NC(=O)/C(=C/c3cn(C)c4ccccc34)S2)nc1C
screen / no.	1	2	3	4	5
SK-MEL-5	/	99	37	38	102
EKVX	101	93	40	48	88
M14	96	101	21	53	103
LOX IMVI	104	94	41	14	101
CCRF-CEM	99	/	28	79	109
HOP-62	90	96	57	-1.5*	87
A549/ATCC	100	92	35	26	92
HOP-92	92	/	45	40	90

6. Cc1nn(-c2nc3ccccc3s2)c(C)c1Oc1ccccc1O
7. COc1ccc(-c2nc3c4cc(-c5ccccc5)oc4ncn3n2)cc1
8. N#Cc1c(NC(=O)c2ccc(C(F)(F)F)cc2C(F)(F)F)sc2c1CCC(=O)C2
9. CC(=O)Nc1cccc(C(=O)C2=Cc3cccn3Cc3cnnn32)c1
10. O=C(NO)/C(CC(=O)c1ccc(O)cc1O)=N\O
screen / no.	6	7	8	9	10
SK-MEL-5	55	100	-98*	97	97
EKVX	93	90	-57*	109	102
M14	64	97	-50*	89	123
LOX IMVI	30	107	-15*	103	93
CCRF-CEM	77	101	-30*	105	104
HOP-62	53	94	7.5*	92	131
A549/ATCC	/	103	9.8*	91	120
HOP-92	93	103	-62*	80	90

Full records as entered above. Screens in order: SK-MEL-5, EKVX, M14, LOX IMVI, CCRF-CEM, HOP-62, A549/ATCC, HOP-92
Shown for COc1ccc(-c2nc3c4cc(-c5ccccc5)oc4ncn3n2)cc1 : 100, 90, 97, 107, 101, 94, 103, 103
Shown for Cc1nn(-c2nc3ccccc3s2)c(C)c1Oc1ccccc1O : 55, 93, 64, 30, 77, 53, /, 93
Shown for O=C(NO)/C(CC(=O)c1ccc(O)cc1O)=N\O : 97, 102, 123, 93, 104, 131, 120, 90

Going on with the list:
11. COC(=O)[C@@H]1CCCN1C(=O)C1=C(C)NC(=S)NC1c1ccc(O)c(OC)c1 (stereo partly drawn)
12. Brc1ccc([I+]c2ccc(Br)cc2)cc1
13. CCN(CC)CCNc1cccc2sc3ccccc3c(=O)c12
14. Cc1ccc(NC(=O)N2CCN(C)CC2)cc1NC(=O)N1CCN(C)CC1
15. CC(=O)C1=CC[C@H]2[C@@H]3CCC4=CC(=O)C[C@]4(C)[C@H]3CC[C@]12C
screen / no.	11	12	13	14	15
SK-MEL-5	94	-83*	36	118	106
EKVX	100	19	74	114	90
M14	99	10	55	99	108
LOX IMVI	93	20	47	102	91
CCRF-CEM	116	20	56	93	48
HOP-62	95	-83*	83	102	/
A549/ATCC	97	41	61	93	97
HOP-92	87	-6.4*	/	/	111

16. Cc1nc2c(c(-c3ccccc3)n1)Cc1c(ccc3ccccc13)O2
17. Cc1nc(N)sc1C(=O)NCCO
18. CC1CCC(N2CCCn3c2nc2c3c(=O)n(C)c(=O)n2C)CC1 (stereo not drawn)
19. OCC(O)C1OC(Oc2ccccc2)C(O)C(O)C1O (stereo not drawn)
20. Cc1[nH]c(/C=C/C(=O)c2ccc(C(F)(F)F)c(F)c2)c(C)c1C(=O)NC1CCCCC1
screen / no.	16	17	18	19	20
SK-MEL-5	71	103	/	/	99&100
EKVX	128	113	93	103	90&97
M14	104	112	97	110	105&104
LOX IMVI	92	104	101	115	96
CCRF-CEM	96	61	92	99	91&100
HOP-62	91	/	96	102	98&99
A549/ATCC	96	111	101	91	99&104
HOP-92	82	-18*	102	99	94&97

21. c1ccc(OCCOCCOc2ccccc2-c2ccccc2)cc1
22. CCOC(=O)C1=C(c2ccccc2)N=C2Sc3c(-c4ccc(Br)cc4)nc(N)nc3N2C1c1cc(OC)c(OC)c(OC)c1 (stereo not drawn)
23. CNCc1cccc2c1OCCOCCOCCN(C)S(=O)(=O)c1ccc(cc1)-c1cnc(N)c(n1)C(=O)N2
24. CC(=O)C(C(C)=O)C(=S)NC(=O)c1ccc(-n2c(=O)[nH]c3ccccc3c2=O)cc1
25. CCN(CCO)C(c1ccccc1)C(O)c1ccccc1 (stereo not drawn)
screen / no.	21	22	23	24	25
SK-MEL-5	98	97	82	102	100&106
EKVX	94	78	44	96	108&105
M14	101	92	37	97	101&81
LOX IMVI	98	95	-16*	103	100&92
CCRF-CEM	101	92	-24*	95	107&101
HOP-62	92	97	80	96	97&82
A549/ATCC	90	87	61	93	91&91
HOP-92	104	67	127	/	88&86

26. CC(C)(C)OC(=O)C(Cc1cccc(-c2ccco2)c1)NC(=O)OCc1ccccc1 (stereo not drawn)
27. O=c1c2c(O)cccc2oc2c3c(cc(O)c12)O[C@H]1OC=C[C@@H]31
28. Cn1cc(-c2nc(-c3cn(C)c4ncccc34)cs2)c2ccccc21
29. CC1SC(c2cccc([N+](=O)[O-])c2)N(NC(=O)CCC(=O)c2nc3ncccc3[nH]2)C1=O (stereo not drawn)
30. Fc1cc2[nH]ncc2c2c3c(c(-c4cn[nH]c4C(F)(F)F)nc12)C1CCC3C1 (stereo not drawn)
screen / no.	26	27	28	29	30
SK-MEL-5	39	81	22	92	-29*
EKVX	73	43	63	91	28
M14	83	101	8.6*	100	-6.1*
LOX IMVI	60	87	/	88	0.4*
CCRF-CEM	39	93	47	115	11
HOP-62	77	82	36	88	-19*
A549/ATCC	67	61	39	100	-6.2*
HOP-92	77	89	75	86	17

31. Cc1cccc[n+]1Cc1ccccc1
32. CC1(C)CC(=O)C2=C(C1)N(CCc1ccc(S(N)(=O)=O)cc1)C1=C(C(=O)CC(C)(C)C1)C2c1ccc(Cl)cc1
33. O=C(CN1CCN(c2cc3c(cc2F)c(=O)c(C(=O)O)cn3C2CC2)CC1)Nc1ccc(C(=O)/C=C/c2ccc(Cl)cc2)cc1
34. O=C(O)c1ccc(-n2cc(CNc3cccc(Cl)c3)c(-c3ccc(F)cc3)n2)cc1
35. NNC(=O)CN(CC(=O)NN)CC(=O)NN
screen / no.	31	32	33	34	35
SK-MEL-5	104	85	97	92	105
EKVX	/	98	/	91	/
M14	106	101	96	/	108
LOX IMVI	89	98	79	74	73
CCRF-CEM	85	102	99	94	80
HOP-62	96	96	107	101	106
A549/ATCC	105	100	98	93	108
HOP-92	/	/	96	105	/

Rewritten with bars between the fields: part of the list above.
entry | Molecule | SK-MEL-5 | EKVX | M14 | LOX IMVI | CCRF-CEM | HOP-62 | A549/ATCC | HOP-92
33 | O=C(CN1CCN(c2cc3c(cc2F)c(=O)c(C(=O)O)cn3C2CC2)CC1)Nc1ccc(C(=O)/C=C/c2ccc(Cl)cc2)cc1 | 97 | / | 96 | 79 | 99 | 107 | 98 | 96
31 | Cc1cccc[n+]1Cc1ccccc1 | 104 | / | 106 | 89 | 85 | 96 | 105 | /

Following part
36. CCOc1cc(C=O)cc(I)c1O
37. COc1cc(C2Cc3ncccc3-c3nc(N)c4cccnc4c32)cc(OC)c1OC (stereo not drawn)
38. N#Cc1cc(-c2ccccc2)[nH]c1-c1nccc2ccccc12
39. CC1(C)CC[C@]2(COCCC#N)CC[C@]3(C)C(=CC[C@@H]4[C@@]5(C)Cc6c([nH]c7ccccc67)C(C)(C)[C@@H]5CC[C@]43C)[C@@H]2C1
40. O=C1CCCN1CO
screen / no.	36	37	38	39	40
SK-MEL-5	109	101	58	106	106
EKVX	98	104	53	95	103
M14	106	89	99	102	104
LOX IMVI	96	91	87	97	103
CCRF-CEM	107	103	66	101	105
HOP-62	102	74	91	91	92
A549/ATCC	94	95	73	100	98
HOP-92	/	88	76	118	102

41. Fc1ccc(Cc2nnc(SC3CCCC3)n2CCCc2cnc[nH]2)cc1
42. O=S(=O)(NC1CCN(Cc2ccccc2)CC1)c1ccc2ccccc2c1
43. CC(=O)c1ccc(Br)c([N+](=O)[O-])c1
44. COc1cc(C)cc(C(O)Cc2cccc(-c3ccccc3NC(C)=O)n2)c1 (stereo not drawn)
45. Cc1nc2ccc(Cl)cn2c1C(=O)NCc1ccc(OCc2cn(Cc3ccccc3)nn2)cc1
screen / no.	41	42	43	44	45
SK-MEL-5	103	60	100	94	77
EKVX	112	71	104	96	88
M14	106	56	97	95	98
LOX IMVI	101	31	90	92	90
CCRF-CEM	88	60	98	96	98
HOP-62	121	69	109	92	103
A549/ATCC	106	78	100	97	88
HOP-92	100	42	/	/	77

An excerpt from above in order of number of heavy atoms, largest number first.
39. CC1(C)CC[C@]2(COCCC#N)CC[C@]3(C)C(=CC[C@@H]4[C@@]5(C)Cc6c([nH]c7ccccc67)C(C)(C)[C@@H]5CC[C@]43C)[C@@H]2C1
45. Cc1nc2ccc(Cl)cn2c1C(=O)NCc1ccc(OCc2cn(Cc3ccccc3)nn2)cc1
42. O=S(=O)(NC1CCN(Cc2ccccc2)CC1)c1ccc2ccccc2c1
38. N#Cc1cc(-c2ccccc2)[nH]c1-c1nccc2ccccc12
40. O=C1CCCN1CO
screen / no.	39	45	42	38	40
SK-MEL-5	106	77	60	58	106
EKVX	95	88	71	53	103
M14	102	98	56	99	104
LOX IMVI	97	90	31	87	103
CCRF-CEM	101	98	60	66	105
HOP-62	91	103	69	91	92
A549/ATCC	100	88	78	73	98
HOP-92	118	77	42	76	102

Remaining list, next part:
46. Cc1ccc(-c2nc(SCC(=O)c3ccc(C#N)cc3)[nH]c(=O)c2C#N)cc1
47. O=C(CCCSCCCC(=O)N/N=C/C=C/c1ccccc1)N/N=C/C=C\c1ccccc1
48. S=C(NCCNC(=S)[S][Sn]([c]1ccccc1)([c]1ccccc1)[c]1ccccc1)[S][Sn]([c]1ccccc1)([c]1ccccc1)[c]1ccccc1
49. C#C[C@]1(O)CC[C@H]2[C@@H]3CC=C4c5nc(Nc6ncccn6)sc5CC[C@]4(C)[C@H]3CC[C@@]21C
50. CC(CN(C)C)CN1c2ccncc2Sc2ccncc21 (stereo not drawn)
screen / no.	46	47	48	49	50
SK-MEL-5	114	92	-100*	68	113
EKVX	113	96	-91*	44	96
M14	97	85	-94*	44	100
LOX IMVI	93	74	-87*	27	92
CCRF-CEM	114	81	-35*	49	97
HOP-62	103	88	-100*	38	114
A549/ATCC	98	68	-99*	43	102
HOP-92	108	108	-87*	52	89

51. CCC1(c2ccccc2)C(=O)N=C(N)N(C#N)C1=O (stereo not drawn)
52. CCC(C(=O)N1CCNC2=C(C(=O)N(C)C2(C)C)C1c1ccc(Cl)c(Cl)c1)c1ccccc1 (stereo not drawn)
53. Cc1ccc(N2CCN(CC(O)c3ccccc3)CC2)cc1 (stereo not drawn)
54. O=C1/C(=C/c2ccc(Cl)c(Cl)c2)CN(C(=O)CCN2CCC(=NO)CC2)C/C1=C\c1ccc(Cl)c(Cl)c1
55. COc1c(O[C@@H]2OC[C@@H](O)[C@H](O)C2O)cc2oc3cc(O[C@@H]4OC[C@@H](O)[C@H](O)C4O)c(CC=C(C)C)c(O)c3c(=O)c2c1CC=C(C)C (stereo partly drawn)
screen / no.	51	52	53	54	55
SK-MEL-5	107	95	107	-94*	95
EKVX	108	82	112	-85*	95
M14	101	92	107	-50*	94
LOX IMVI	104	86	100	-91*	89
CCRF-CEM	93	92	99	-28*	62
HOP-62	110	96	107	-88*	90
A549/ATCC	101	/	104	-35*	90
HOP-92	102	90	115	-53*	92

56. N#CCCCCCCl
57. Cc1ccc2cc(/C=C3\SC(=O)NC3=O)c(Cl)nc2c1
58. O=c1cc(-c2ccccc2)nc2c(Cl)cc(Cl)cn12
59. Cc1ccc2nc(-c3ccc(-c4nnc(SCc5ccccc5)o4)cc3)[nH]c2c1
60. N#Cc1cnn(C(=O)c2ccccc2Br)c1NC(=O)c1ccccc1Br
screen / no.	56	57	58	59	60
SK-MEL-5	102	92	92&88	77	100
EKVX	/	84	/	74	103
M14	103	85	100&111	72	98
LOX IMVI	104	56	92&94	59	/
CCRF-CEM	/	97	85&97	83	101
HOP-62	109	89	105&97	111	97
A549/ATCC	97	98	94&103	97	99
HOP-92	88	92	74&93	105	117

61. Cc1cc(O)c(N=Nc2ccc(C(=O)O)cc2)cc1C
62. COc1ccccc1NC(=O)Cn1cc(CN2CCN(c3ccnc4cc(Cl)ccc34)CC2)nn1
63. O=C(Nc1cccc(-n2cc(-c3ccncc3)c(-c3cc(O)cc(Cl)c3)n2)c1)c1cc(C(F)(F)F)cc(C(F)(F)F)c1
64. Cc1ccncc1CO
65. CC(C)(C)c1cc(/C=N\O)cc(C(C)(C)C)c1O
screen / no.	61	62	63	64	65
SK-MEL-5	99	73	64	104	98
EKVX	97	92	/	100	/
M14	90	106	24	100	112
LOX IMVI	103	95	10	95	105
CCRF-CEM	115	-35*	27	77	103
HOP-62	92	86	58	84	106
A549/ATCC	103	91	27	73	89
HOP-92	/	62	/	96	100

66. COc1ccc(-c2c(O)c(=O)[nH]c3ccc(OC)cc23)cc1
67. CCOC(C)C=O (stereo not drawn)
68. CC(C)[C@@H]1CC[C@@H](C)C[C@H]1O
69. Clc1cccc(CSc2ncnc3c2ncn3C2CCCCO2)c1 (stereo not drawn)
70. Cc1cccc(OCCn2ccc(=O)n(CCOc3ccc(Cl)cc3C(=O)c3cc(C)cc(C)c3)c2=O)c1
71. O=C(CN1C(=O)S/C(=C\c2ccccc2)C1=O)Nc1ncc(Cc2ccc(Cl)cc2)s1
screen / no.	66	67	68	69	70	71
SK-MEL-5	101	104	104&98&104	81	80	98
EKVX	98	/	98	80	51	101
M14	112	109	100&103&105	99	71	86
LOX IMVI	93	99	106&98&98	85	80	53
CCRF-CEM	104	99	112&102	109	79	91
HOP-62	102	99	90&100&105	94	100	97
A549/ATCC	100	101	94&100&111	/	69	98
HOP-92	95	/	108&87&106	71	45	83
